mIAP act = increases mouse intestinal alkaline phosphatase activity | activation factor at 10 µM | muIAP, CDP-Star luminescence, 30 min; stronger effect = higher value; 1 = vehicle-only enzyme signal, 0 = enzyme-free wells | actives 0.24% (n = 330,000) | AID 2805;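 active means activation factor of at least 2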; further: the source names both 10 and 20 µM as test concentration; values of inactives mirror those of a sister screen read the other way
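System: Mouse IAP enzyme | Also added: CDP-Star substrate | Dosing: Compounds dispensed in DMSO | Schedule: 30 min enzyme-substrate-compound incubation at room temperature | Technique: Chemiluminescence readout | Control set: DMSO-only wells and no-enzyme negative control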
hIAP activ = human IAP activation. purified human IAP, CDP-Star luminescence, 30 min; stronger effect = higher value; 1 = vehicle-only enzyme, 0 = enzyme-free background. activation factor at 10 µM. actives 0.16% (n = 330,000);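 active means activation factor of the enzyme at least 2-fold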; further: the source names both 10 and 20 µM as test concentration; values of inactives mirror those of a sister screen read the other way
Target sequence (P09923 whole entry, looked up): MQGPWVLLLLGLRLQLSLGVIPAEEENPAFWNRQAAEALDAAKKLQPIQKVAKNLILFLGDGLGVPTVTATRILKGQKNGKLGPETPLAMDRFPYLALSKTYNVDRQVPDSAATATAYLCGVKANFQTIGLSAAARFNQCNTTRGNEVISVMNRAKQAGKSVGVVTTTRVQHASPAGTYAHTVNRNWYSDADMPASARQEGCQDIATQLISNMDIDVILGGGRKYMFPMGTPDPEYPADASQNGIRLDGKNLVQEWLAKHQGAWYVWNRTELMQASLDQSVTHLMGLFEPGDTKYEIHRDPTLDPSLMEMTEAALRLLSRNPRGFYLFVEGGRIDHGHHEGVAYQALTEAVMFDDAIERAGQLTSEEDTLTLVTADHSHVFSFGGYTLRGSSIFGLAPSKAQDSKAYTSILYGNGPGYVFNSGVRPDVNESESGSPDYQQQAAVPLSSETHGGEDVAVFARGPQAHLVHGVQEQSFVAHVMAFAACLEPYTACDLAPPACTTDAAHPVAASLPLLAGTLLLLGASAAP
APOBEC3A inh = inhibitors of human APOBEC3A DNA deaminase | P31941 | recombinant A3A, FAM/TAMRA ssDNA deamination fluorescence | inhibition, % at 20 µM | actives 0.41% (n = 330,000) | AID 493011;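 active means at least 40% inhibition at 20 µM here, with at most 30% in a related deaminase screen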;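 further: plate controls were A3A with DMSO for no effect and wells lacking A3A enzyme for full effect; some results filed as inactive read as strong as hits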
Target sequence (P31941 whole entry, looked up): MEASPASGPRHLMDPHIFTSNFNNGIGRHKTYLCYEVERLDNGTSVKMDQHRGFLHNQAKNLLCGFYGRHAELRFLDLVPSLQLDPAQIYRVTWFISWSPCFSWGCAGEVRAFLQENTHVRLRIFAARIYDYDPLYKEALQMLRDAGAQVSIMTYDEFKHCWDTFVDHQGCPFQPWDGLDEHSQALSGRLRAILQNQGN
mIAP block = blocks mouse intestinal alkaline phosphatase. purified mouse IAP, CDP-Star luminescence, 30 min. inhibition, % at 10 µM. actives 0.2% (n = 330,000);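 active means inhibition of at least 40% at 10 µM in the primary screen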;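 further: plate controls were DMSO with enzyme for no effect and no enzyme wells for full effect; values of inactives mirror those of a sister screen read the other way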
MIN6 prolif = MIN6 beta-cell proliferation induction; actives 0.29% (n = 330,000); proliferation, % at 10 µM; MIN6 cells proliferation, ATPlite luminescence, 48 h; cells starved in 0.2% serum; 100% = growth in 10% serum;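 active means compounds whose signal lies at least 3.5 SD above the mean of all wells on their plate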;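 further: 0% = DMSO-treated cells in low-serum medium and 100% = 10% serum control; some compounds called inactive have numbers as strong as hits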
A3G deaminase = inhibitors of human APOBEC3G DNA deaminase; actives 0.28% (n = 330,000); AID 493012; recombinant A3G, ssDNA deamination FAM/TAMRA fluorescence; Q9HC16; inhibition, % at 20 µM;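 active means inhibition of at least 40% at 20 µM, with no more than 30% in the related APOBEC3A deaminase screen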;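 further: plate controls were DMSO wells with A3G for no effect and wells lacking A3G enzyme for full effect; some compounds called inactive have numbers as strong as hits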
hIAP block = blocks human intestinal alkaline phosphatase | P09923 | purified IAP, CDP-Star luminescence, 30 min | inhibition, % at 10 µM | actives 0.12% (n = 330,000) | AID 2544;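 active means inhibition reaching a set limit with compound at 10 µM in the primary screen, cut at about 35% in these data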;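 further: plate controls were DMSO wells with enzyme for no effect and no-enzyme buffer wells for full effect; values of inactives mirror those of a sister screen read the other way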
ATG4B inhibitor = inhibitors of human ATG4B cysteine protease. Q9Y4P1. ATG4B cleavage of LC3-PLA2, NBD-HPC fluorescence, 1 h. inhibition, % at 8.33 µM. actives 0.51% (n = 340,000); in the data active means inhibition above about 40%
MPTP block = permeability transition pore inhibition; inhibition, % at 10 µM; isolated mouse mitochondria, Ca2+ swelling absorbance, 30 min; actives 1.4% (n = 360,000);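 active means inhibition of 50% or more, scaled per plate between neutral and stimulator controls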;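 further: 0% = DMSO wells given calcium and 100% = 1 mM EGTA wells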
* marks the source's active call; other numbers are inactive results; · = no result given.

SMILES	mIAP act	hIAP activ	APOBEC3A inh	mIAP block	MIN6 prolif	A3G deaminase	hIAP block	ATG4B inhibitor	MPTP block
CCCCC(c1nnnn1CS(=O)(=O)c1ccc(C)cc1)N1CCC(C(N)=O)CC1 (centres undefined)	0.9	0.97	-4	10	0	-8	3	-9	-0.7
C[C@]12CC(O)C3C(CCC4=CC(=O)CC[C@@]43C)C1CCC2c1csc(-c2ccccc2)n1 (some centres undefined)	1.1	0.98	-4	-9	-5	1	2	-5	1.2
COc1cc(Br)c(C(=O)c2nccc3cc(OC)c(OC)cc23)cc1OC	0.94	1.1	-1	6	-2	-2	-6	16	1.7
C/C(CC(=O)Nc1ccc(Cl)c(C(F)(F)F)c1)=N\NC(=O)c1cccc(O)c1	0.89	1	-2	11	0	-9	-4	-6	1.5
CCCCn1c(N)c(N(CC(C)C)C(=O)CSc2n[nH]c(-c3ccc(C)cc3)n2)c(=O)[nH]c1=O	0.96	1	6	4	-2	-13	0	2	-1.7
CN(C)Cc1c(C(=O)N/N=C/c2ccccc2OCc2ccc(F)cc2)nnn1-c1nonc1N	1.1	1	-5	-8	-3	-8	0	2	3.8
CCOC(=O)c1cnn(Cc2cccc(Cl)c2)c1C	1	0.74	-1	-3	-1	-7	26	-3	-1.2
Cc1noc2ncnc(Oc3ccc(Cl)cc3Cl)c12	0.98	0.95	5	2	-3	5	5	4	-2.0
CCOC(=O)c1cnc(NCc2ccccc2)nc1C	0.96	1.2	-4	4	-2	-4	-18	-4	-2.5
COCCn1c(SC2CCOC2=O)nc2ccccc2c1=O (centres undefined)	1.1	1.1	5	-6	-1	-4	-10	-6	-0.2
CCOC(=O)N1CCC(N2Cc3cccc(C(=O)N4CCN(c5cccc(C)c5C)CC4)c3C2=O)CC1	0.94	1.1	1	6	-4	3	-6	-5	2.3
Cn1c(-c2sc3cc(C(F)(F)F)cnc3c2-c2cccnc2)n[nH]c1=S	1	0.99	-4	-2	1	39	1	-12	-2.2
Cc1cc2nnc(SCC(=O)Nc3cc(S(=O)(=O)N4CCOCC4)ccc3Cl)n2c2ccccc12	0.96	0.95	3	4	0	-2	5	-16	1.8
Cc1cc(C)c(C)c(S(=O)(=O)NNC(=O)c2cccc(S(=O)(=O)N3CCOCC3)c2)c1C	0.99	0.87	3	1	1	-1	13	-14	0.4
Cc1noc(C)c1NC(=O)Nc1cccc2c1O[C@H](CN(C)C(=O)Nc1ccc3c(c1)OCO3)[C@@H](C)CN([C@H](C)CO)C2=O	1.1	0.98	-1	-10	-5	-2	2	-5	-1.9
COCCNc1nc(NCc2ccccc2)c2cnn(C)c2n1	0.99	1.2	-3	1	2	-8	-17	-8	1.0
COc1ccc(OC)c2[nH]c(=O)c(CCNS(=O)(=O)c3ccc(C)cc3)cc12	0.9	1	-1	10	-3	-7	-2	-16	-0.1
O=C(c1ccccc1)c1ccc(OCC(O)CN2CCOCC2)cc1 (centres undefined)	1.1	1	1	-9	-2	-3	-2	-9	-2.0
Cc1cc(S(=O)(=O)Nc2ccc(C(=O)NCc3cccnc3)cc2)ccc1F	1	0.95	-1	0	5	-4	5	4	-1.5
O=C(O)/C=C/C(=O)NC1CCC(CC2CCC(NC(=O)/C=C/C(=O)O)CC2)CC1 (centres undefined)	1	1.1	3	0	-1	-6	-7	5	-0.4
COc1ccc(CCNC(=O)CSc2nc(-c3ccco3)cc(C(F)(F)F)n2)cc1OC	0.95	1.2	4	5	-1	0	-22	4	0.5
C/C=C\C(=O)Nc1cccc(C2=NOC3(C2)C[C@@H](C(N)=O)N(C(=O)c2ccc(Cl)cc2)C3)c1 (some centres undefined)	1.1	1.1	-1	-11	-2	-4	-8	-5	-0.2
CCC1(c2ccc(F)cc2)NC(=O)N(CC(=O)c2ccc[nH]2)C1=O (centres undefined)	0.97	1.2	-3	3	-2	-6	-22	-9	-3.5
CCOc1ccccc1CNCc1ccc(F)cc1	1.1	0.84	4	-12	0	-4	16	-3	3.8
Cc1ccc(C2N=C(N)Nc3nc4ccccc4n32)cc1 (centres undefined)	1.1	1.3	3	-11	-1	-7	-29	7	-3.2
Cc1onc(-c2c(Cl)cccc2Cl)c1CO/N=C(\C#N)c1c(Cl)cccc1Cl	0.89	0.86	-2	11	-3	-2	14	1	1.8
CCOC(=O)N/N=C/c1ccc(OC)c(O)c1	0.95	0.9	-2	5	-3	-3	10	-3	2.0
COc1ccc(N(CC(=O)N2CCN(Cc3ccccc3)CC2)S(C)(=O)=O)cc1	0.79	1.1	3	21	-2	5	-6	-2	0.3
COc1ccc(C(=O)NC2CCCCCC2)cc1S(=O)(=O)N1CCCC1	0.93	1	-1	7	-3	-1	-2	-1	-1.0
CCOC(=O)C1=C(COC(=O)/C=C/c2cc(Br)ccc2F)NC(=O)NC1C (centres undefined)	1.1	1.1	1	-9	7	13	-10	4	-2.8
Cc1cccc(OCC(=O)N/N=C/c2cc([N+](=O)[O-])ccc2N2CCOCC2)c1	0.95	1.2	1	5	0	0	-18	1	1.3
Cc1ccccc1NC(=S)NCc1ccc(Cl)cc1	1.2	1.2	-1	-19	-4	-7	-20	5	8.3
O=C(NNS(=O)(=O)c1ccccc1)c1ccc(O)cc1	0.91	0.84	2	9	1	-3	16	-3	1.7
C=CCNC(=O)c1ccc(C)cc1Cl	1	1	0	-3	-2	-9	-4	-2	0.2
COC(=O)c1ccc(COC(=O)c2ccccn2)cc1	1	0.97	-3	-4	0	-4	3	-5	15
CCOc1cc(/C=N\NC(=O)CC(=O)NCCc2ccccc2)ccc1O	1.1	0.96	1	-6	-2	0	4	-6	-0.9
CCC(=O)N1CCc2cc(S(=O)(=O)CCC(=O)Nc3ccc(C(C)=O)cc3)ccc21	0.97	0.79	-6	3	1	-1	21	2	-1.0
O=C(O)/C(=C\c1cccc(OCc2ccccc2)c1)c1ccc(F)cc1	1	1	-3	0	6	-4	-3	5	-0.4
O=C(CCSc1ccccc1Cl)Nc1cccc([N+](=O)[O-])c1	0.85	1.1	0	15	-3	-2	-10	17	89*
N#Cc1ccc(-c2ccc(OCC(=O)Nc3cccnc3)cc2)cc1	0.94	1	-1	6	-4	-6	-1	-1	16
Fc1ccc(NC(=S)N2CCc3ccccc3C2)c(F)c1	1	1	3	-1	-1	-10	-2	5	0.1
O=C(OCc1c(-c2ccccc2)ncc2ccccc12)c1ccccc1C(F)(F)F	0.93	0.82	-1	7	-6	-10	18	5	1.5
COc1ccc(CNC(=O)C[C@H]2C[C@H](C(=O)N(C(C)C)C(C)C)[C@@]3(C)c4[nH]c5ccc(Cl)cc5c4CCN3C2=O)cc1OC	1.3	·	2	-27	·	3	·	-12	2.5
O=C(NCc1ccccc1)c1ccc(NC(=O)C2CCCO2)cc1 (centres undefined)	0.95	1	-1	4	4	-3	0	1	-0.7
O=C(O)CSc1ncccn1	1.1	1	1	-7	-1	-1	-1	30	1.4
CCOc1ccc(S(=O)(=O)NCc2cccnc2)c2ccccc12	1	0.97	-4	-2	0	0	3	-7	-0.8
COc1ccc(S(=O)(=O)Nc2cccnc2)cc1	0.97	1.1	3	3	-4	3	-8	-4	0.5
COc1ccc(S(=O)(=O)N2CCN(C(=O)c3ccccn3)CC2)cc1	0.98	0.99	1	2	1	-2	0	1	-0.9
CS(=O)(=O)c1ccc2nc(NC(=O)C3C4C=CC(C4)C3C(=O)O)sc2c1 (centres undefined)	0.88	1.1	-1	12	-5	-6	-10	-8	-5.5
CC(C)(C)C(=O)N/C(N)=N/c1nc2ccccc2o1	1.1	1.3	-2	-6	-2	-4	-30	-6	2.5
COc1ccc(OC)c(CCNC(=O)c2ccc3c(c2)N(Cc2ccccc2)CCS3)c1	1.5	1.2	0	-48	-2	3	-19	11	1.4
CC(NC(=O)c1ccccc1F)c1cccc2ccccc12 (centres undefined)	1	1	-3	-1	-4	-6	0	-4	-1.8
CCNc1nc(SC)nc(N(C#N)CC(=O)OC)n1	1.1	0.84	-8	-9	-2	4	16	4	0.0
COc1ccc(NC(=O)Cc2ccsc2)cc1S(=O)(=O)N1CCOCC1	0.93	0.92	-3	7	-3	-6	8	-7	-0.4
COc1ccc(N2C(=O)C(CC(=O)O)S/C2=C\C(C)=O)cc1 (centres undefined)	1.1	1.1	-3	-8	-1	-1	-7	1	0.1
COc1ccc(Cc2nnc(SCC(=O)Nc3nc(C)cs3)o2)cc1	0.98	0.8	-3	2	-1	-6	20	17	-0.8
COc1cccc(N(CC(=O)N2CCOCC2)S(C)(=O)=O)c1	1	1	0	-4	-2	-3	0	0	0.9
O=c1[nH][nH]c2nc(C(F)(F)F)cc(C(F)(F)F)c12	0.96	1	0	4	-1	-2	0	-2	0.4
O=C(COC(=O)CNC(=O)c1ccco1)NCc1ccc(F)cc1	1.1	1	-2	-11	1	-5	0	-6	-2.2

Arranged by molecular weight (smallest number first): 13 of the compounds above.
SMILES	mIAP act	hIAP activ	APOBEC3A inh	mIAP block	MIN6 prolif	A3G deaminase	hIAP block	ATG4B inhibitor	MPTP block
O=C(O)CSc1ncccn1	1.1	1	1	-7	-1	-1	-1	30	1.4
CC(C)(C)C(=O)N/C(N)=N/c1nc2ccccc2o1	1.1	1.3	-2	-6	-2	-4	-30	-6	2.5
COc1ccc(S(=O)(=O)Nc2cccnc2)cc1	0.97	1.1	3	3	-4	3	-8	-4	0.5
O=c1[nH][nH]c2nc(C(F)(F)F)cc(C(F)(F)F)c12	0.96	1	0	4	-1	-2	0	-2	0.4
CCNc1nc(SC)nc(N(C#N)CC(=O)OC)n1	1.1	0.84	-8	-9	-2	4	16	4	0.0
CC(NC(=O)c1ccccc1F)c1cccc2ccccc12 (centres undefined)	1	1	-3	-1	-4	-6	0	-4	-1.8
COc1ccc(N2C(=O)C(CC(=O)O)S/C2=C\C(C)=O)cc1 (centres undefined)	1.1	1.1	-3	-8	-1	-1	-7	1	0.1
COc1cccc(N(CC(=O)N2CCOCC2)S(C)(=O)=O)c1	1	1	0	-4	-2	-3	0	0	0.9
CCOc1ccc(S(=O)(=O)NCc2cccnc2)c2ccccc12	1	0.97	-4	-2	0	0	3	-7	-0.8
COc1ccc(S(=O)(=O)N2CCN(C(=O)c3ccccn3)CC2)cc1	0.98	0.99	1	2	1	-2	0	1	-0.9
COc1ccc(Cc2nnc(SCC(=O)Nc3nc(C)cs3)o2)cc1	0.98	0.8	-3	2	-1	-6	20	17	-0.8
CS(=O)(=O)c1ccc2nc(NC(=O)C3C4C=CC(C4)C3C(=O)O)sc2c1 (centres undefined)	0.88	1.1	-1	12	-5	-6	-10	-8	-5.5
COc1ccc(OC)c(CCNC(=O)c2ccc3c(c2)N(Cc2ccccc2)CCS3)c1	1.5	1.2	0	-48	-2	3	-19	11	1.4
